FXN GAA850 act: activators of GAA850 frataxin (FXN) promoter; HEK293 lucGAA850 FXN promoter luciferase reporter, 24 h; percent of 10 µM SAHA response; activation, % at 6 µM; AID 540364; 0.56% of 360,000 active;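 active = activation above the average of all compounds screened plus 3 SD, cutoff fixed separately per campaign, cut at about 7.5% in these data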;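 note: 0% = DMSO wells and 100% = 10 µM SAHA wells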
ssDAF12 agonist: activates DAF-12 receptor from parasite S. stercoralis; HEK293 ssDAF-12/GRIP1 lit1-tk-luc reporter, luminescence; % of 3 µM dafachronic acid response; activation, % at 6.8 µM; 1% of 370,000 active;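 active = activation above the mean over all tested compounds plus 3 SD, cut at about 0.9% in these data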;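 note: 0% = DMSO-only wells and 100% = 3 µM delta7-dafachronic acid wells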
NPR1 activator: GC-A (human) enzyme activation; HEK293 GC-A cells, cGMP TR-FRET, EC30 ANP; 0% at EC30 ANP, 100% saturating ANP; activation, % at 10 µM; 0.14% of 370,000 active; in the data active = activation above about 40%
DAX1 inh-1: inhibitors of human orphan nuclear receptor DAX1 (NR0B1); HEK293 Gal4-DAX1 luciferase reporter, luminescence; AID 504766; 0.99% of 340,000 active; P51843; inhibition, % at 6.75 µM;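 active = inhibition above the mean over all tested compounds plus 3 SD, cut at about 4.2% in these data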;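 note: 0% = DAX1-transfected cells with DMSO and 100% = empty-vector control cells with DMSO; inhibition shows as a rise in luminescence from relieved DAX1 repression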
Target sequence (P51843 207-470 limits assumed): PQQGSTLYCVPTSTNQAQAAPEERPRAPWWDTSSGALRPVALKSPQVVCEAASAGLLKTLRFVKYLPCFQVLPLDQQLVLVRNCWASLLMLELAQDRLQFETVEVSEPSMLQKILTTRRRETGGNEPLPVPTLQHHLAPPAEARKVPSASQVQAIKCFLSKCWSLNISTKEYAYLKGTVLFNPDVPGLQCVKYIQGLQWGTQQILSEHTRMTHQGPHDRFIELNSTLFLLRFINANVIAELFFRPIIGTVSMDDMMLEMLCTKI
SMARCA2 act: SMARCA2 function activation, primary screen. MG213 cells, MMTV-luciferase reporter, dexamethasone, overnight. activation, % at 9.1 µM. 1% of 370,000 active; in the data active = activation above about 7.8%;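 note: 0% = vehicle wells and 100% = reference activator wells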
proKLK7 act: activators of human kallikrein-7 zymogen; P49862; purified proKLK7, EDANS-DABCYL substrate fluorescence; 100% is mature enzyme control, 0% vehicle; activation, % at 7 µM; 0.9% of 370,000 active;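 active = activation above the mean of all tested compounds plus 3 SD, computed per campaign excluding outliers beyond control limits, cut at about 13% in these data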
Target sequence (P49862 whole entry, looked up): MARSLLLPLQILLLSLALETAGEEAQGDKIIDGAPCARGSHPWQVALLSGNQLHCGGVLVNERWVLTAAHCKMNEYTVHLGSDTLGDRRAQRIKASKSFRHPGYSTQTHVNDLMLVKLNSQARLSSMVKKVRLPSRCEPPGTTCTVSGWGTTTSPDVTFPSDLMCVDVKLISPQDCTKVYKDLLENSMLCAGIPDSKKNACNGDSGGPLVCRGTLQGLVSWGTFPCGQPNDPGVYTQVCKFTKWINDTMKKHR
DAX1 inh-2: inhibitors of DAX1 repression of SF-1 activated StAR promoter; inhibition, % at 6.8 µM; AID 652010; 1.1% of 370,000 active; HEK293T StAR-luciferase reporter, SF-1/DAX-1 repression relief;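 active = inhibition above the mean over all tested compounds plus 3 SD, cut at about 3.6% in these data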;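 note: 0% = DAX-1 cells with DMSO and 100% = cells lacking DAX-1 with DMSO; higher inhibition means more luminescence from relief of DAX-1 repression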
GC-B act: GC-B (human) receptor activation | activation, % at 10 µM | 0.11% of 370,000 active | HEK293-GC-B cells, CNP EC30, cGMP TR-FRET; 0% at EC30 CNP, 100% saturating CNP | P20594;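 active = activation at 10 µM reaching about 35% in either raw or pattern-adjusted values, limit read from the data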
hgDAF12 agonist: hgDAF-12 agonism, primary luciferase screen | HEK293 GAL4-hgDAF12 UAS-luciferase reporter, agonist luminescence; normalized to butyrate control | 1.8% of 370,000 active | AID 687014 | activation, % at 6.8 µM;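 active = activation above a cutoff set at the mean of all screened compounds plus 3 SD, cut at about 10% in these data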;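 note: 0% = DMSO wells and 100% = sodium butyrate wells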
HGIII-sPLA2 inh: Inhibits HGIII-sPLA2 liposome hydrolysis, primary screen | Q9NZ20 | QFRET BODIPY PC-A2 liposome hydrolysis, fluorescence | inhibition, % at 12.2 µM | 0.56% of 370,000 active | AID 743126;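 active = inhibition above mean plus 3 SD of compounds lying within the high and low control bounds, cut at about 19% in these data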;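 note: 0% = median of test compound wells and 100% = no enzyme DMSO wells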
Target sequence (Q9NZ20 whole entry, looked up): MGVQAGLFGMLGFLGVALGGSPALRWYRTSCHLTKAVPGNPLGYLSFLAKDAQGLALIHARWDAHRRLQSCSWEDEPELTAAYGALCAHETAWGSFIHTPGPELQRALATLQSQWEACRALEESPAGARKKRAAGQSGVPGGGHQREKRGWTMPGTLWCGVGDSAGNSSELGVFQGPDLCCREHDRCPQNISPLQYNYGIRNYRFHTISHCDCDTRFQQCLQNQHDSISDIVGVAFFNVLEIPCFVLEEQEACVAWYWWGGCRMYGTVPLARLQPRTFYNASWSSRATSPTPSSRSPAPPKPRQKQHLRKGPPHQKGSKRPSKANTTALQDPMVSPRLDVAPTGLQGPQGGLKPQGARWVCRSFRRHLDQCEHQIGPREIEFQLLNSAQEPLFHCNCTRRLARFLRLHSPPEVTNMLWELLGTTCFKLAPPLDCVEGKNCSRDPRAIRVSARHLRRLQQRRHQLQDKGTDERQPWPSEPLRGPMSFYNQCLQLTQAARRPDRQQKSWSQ
hcDAF-12 act: activators of H. contortus DAF-12 nuclear receptor. 1.4% of 370,000 active. AID 652067. HEK293 hcDAF-12 lit1-tk-luc reporter, luminescence; 0% DMSO, 100% Δ7-dafachronic acid. activation, % at 6.8 µM;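 active = activation above the mean of all tested compounds plus 3 SD, cut at about 5.5% in these data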;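 note: 100% = response to 3 µM Δ7-dafachronic acid high control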
* marks the source's active call; other numbers are inactive results; . = not tested or not shown.

SMILES	FXN GAA850 act	ssDAF12 agonist	NPR1 activator	DAX1 inh-1	SMARCA2 act	proKLK7 act	DAX1 inh-2	GC-B act	hgDAF12 agonist	HGIII-sPLA2 inh	hcDAF-12 act
N#CC(CC(=O)OCc1ccccc1)NC(=O)OCc1ccccc1 (stereo not given)	-0.2	-1.1	1	-0.9	-1	-0.4	0.4	-4	-3.3	-4	0.5
Cc1csc(=S)n1-c1ccccc1	1.6	-1.5	3	2.4	-1	-0.2	0.7	1	-2.6	7	0.9
CCCn1nc2cc(C(=O)NCc3ccccc3)ccc2c1OCC	0.1	-1.0	2	0.2	0	9.5	-0.4	5	1.5	-1	-1.4
Cc1cccc(C)c1NC(=O)[C@@]1(CC(=O)O)CC(/C=C/c2ccccc2)=NO1	-1.6	-1.4	2	0.4	-2	-0.4	0.2	3	2.5	-6	1.8
CC(C)c1nnc(NC(=O)CCC(=O)NC2CCCCCC2)s1	-1.1	-0.7	0	0.6	1	0.2	-0.1	-1	0.3	5	0.1
Cc1c(NC(=O)C(C)Oc2cccc(Cl)c2)c(=O)n(-c2ccccc2)n1C (stereo not given)	-0.9	-0.2	2	-1.6	-2	-0.2	-0.5	6	-1.5	0	-0.8
O=C(NCCNC(=O)c1ccccc1)c1ccccc1	-0.8	-0.6	4	0.2	2	0.3	0.4	4	1.0	7	-1.2
COc1ccc(/C=C2/C(=O)N=C(N)N2C)cc1OC	1.2	-1.3	-3	0.5	2	0.4	-0.6	-5	0.1	4	-0.7
Cc1nc2sc(C(c3ccc(F)cc3)N3CCN(C(=O)c4ccco4)CC3)c(O)n2n1 (stereo not given)	3.2	-1.3	-2	0.1	-3	0.6	0.5	0	-2.2	6	0.9
COC(=O)C[C@@H]1C[C@H]2c3cc(NC(=O)Nc4ccccc4F)ccc3O[C@H]2[C@@H](CO)O1	.	-0.4	6	.	0	-0.7	0.2	1	1.7	1	-1.8
COc1ccc(-c2[nH]ncc2CN2CCCOc3c(cccc3OC)C2)c(OC)c1	-1.4	-0.2	-6	0.3	-2	-0.7	-0.4	-5	1.3	-2	-1.7
Cc1ccc(C)c(N2CCN(C(C(=O)NC3CCCC3)C(C)C)CC2)c1 (stereo not given)	.	-1.6	-4	.	-5	-0.2	2.0	5	-0.6	13	-0.7
Cc1[nH]c(C)c(S(=O)(=O)Nc2ccc(F)cc2Cl)c1C(=O)N1CCCC1	0.3	-1.1	0	-0.5	9.0*	-0.3	-0.1	3	2.2	4	-0.7
CCOc1cc(CNCCCN2CCOCC2)cc(Br)c1OCC(=O)Nc1cccc(C(F)(F)F)c1	-1.2	-0.4	11	0.2	7	0.6	0.7	0	0.5	-10	-0.4
CCC(C)NS(=O)(=O)c1ccc(NC(=O)c2c(-c3ccccc3)noc2C)cc1 (stereo not given)	-2.7	-1.4	0	3.7	-2	-0.1	-1.3	6	0.8	-26	-1.0
C#Cc1ccc(CN2CCC(Oc3ccc(C(=O)NCc4ccccn4)cc3)CC2)cc1	-0.1	-1.0	3	-0.6	-2	0.4	-3.5	-2	1.3	-7	-1.4
O=C(c1ccc(CS(=O)Cc2ccc(Cl)cc2)o1)N1CCN(c2ccccc2F)CC1 (stereo not given)	0.3	-1.2	-2	-0.7	-2	0.5	-2.3	-1	-1.3	-3	-2.8
CCc1ccc(OCc2n[nH]c(=S)n2Cc2ccccc2)cc1	3.0	-1.4	7	1.3	2	0.3	0.3	-2	1.0	-1	-0.4
CSCCC(NC(N)=O)C(=O)Nc1cccc(C#N)c1 (stereo not given)	-0.6	-1.8	2	5.1*	1	0.3	0.0	-2	3.7	4	-0.5
CCc1nnc(NC(=O)CCC(=O)N2CCN(Cc3ccc(C)cc3C)CC2)s1	0.1	-1.1	-1	-0.4	-5	0.1	0.7	3	-3.1	-1	1.1
CCOc1ccccc1C1NC(=O)c2ccccc2O1 (stereo not given)	-0.8	-0.8	0	1.1	-4	-0.4	0.2	-4	2.8	3	-0.9
Cc1cccn2c(=O)c3cc(S(=O)(=O)c4ccccc4)c(=N)n(Cc4ccc(F)cc4)c3nc12	-1.1	-1.2	3	1.9	-4	-0.3	0.0	7	1.0	4	-0.1
O=c1c2sccc2nc(SCc2cc(=O)n3cc(Cl)ccc3n2)n1-c1ccc(F)cc1	-1.1	-0.8	13	1.6	-3	-0.2	-0.4	11	-3.1	12	1.6
COC(=O)c1cc(OC)c(OC)cc1NCC(=O)Nc1ccc(OC)c(OC)c1	0.6	-1.4	1	-0.3	-2	0.4	-1.4	1	-3.2	2	-1.5
c1ccc(OCc2nc(-c3ccncc3)no2)cc1	2.0	-1.4	2	2.1	5	-0.6	0.5	-4	9.1	0	1.2
Cc1cc(C)nc(NS(=O)(=O)c2ccccc2)n1	1.1	-1.4	2	0.1	1	-0.8	0.5	9	-1.1	4	-0.1
O=C(Nc1ccccn1)c1ccc(S(=O)(=O)N2CCCC2)cc1	3.5	-0.8	-1	1.1	0	0.1	1.3	-1	2.3	14	-0.7
O=C(COc1ccc(Br)cc1Cl)NC(=S)Nc1ccccn1	3.9	-0.2	0	5.2*	-1	0.5	4.8*	-4	3.4	9	4.7
CCC1CCCCN1S(=O)(=O)c1ccc(NC(=O)c2nc(S(C)(=O)=O)ncc2Cl)cc1 (stereo not given)	-5.0	-2.0	42*	0.0	-8	3.5	-4.0	20	-11	-23	-3.9
CCOC(=O)c1cccc(NC(=O)CSc2nnc(C)n2Cc2ccccc2)c1	-1.7	-1.2	-2	0.3	-3	0.4	-0.7	-1	4.0	-11	-0.7
Cn1c(=O)n(C)c2cc(S(=O)(=O)N3CCCCC3)ccc21	2.3	-1.2	1	-1.7	-2	0.3	0.2	-2	-1.7	1	-1.7
Cc1ccc(-c2nc3c(c(=O)[nH]c(=O)n3CC(C)C)n2CC(C)C)cc1[N+](=O)[O-]	-0.5	-1.0	-1	-0.7	2	-0.1	0.2	-5	-0.4	-6	-0.8
COc1ccc(-c2csc(/C(C#N)=C\c3ccc(OC)c([N+](=O)[O-])c3)n2)cc1	3.9	-1.1	6	0.8	0	-0.8	-0.3	-2	1.9	-8	0.0
COc1ccc(Cc2nc3ccc(C(=O)NC(C)C)cc3o2)cc1	3.9	0.1	4	2.1	5	0.1	-0.4	8	3.3	-6	0.4
Cc1cnc(C(=O)Nc2cc(F)ccc2C)cn1	1.9	-1.6	-1	-0.5	3	0.3	-0.8	4	0.7	2	-0.1
CCCCCCOc1ccc(N2C(=O)CC(S/C(N)=N/N=C(\C)c3cccs3)C2=O)cc1 (stereo not given)	-0.8	-1.0	-3	0.6	0	-0.1	-0.1	-2	-1.0	-13	-0.1
CC(C)(C)NC(=O)NC(=O)COC(=O)CNS(=O)(=O)/C=C/c1ccccc1	-0.8	-1.6	2	0.4	-4	0.3	0.1	-5	-1.7	-7	-1.2
Cc1cccc(-c2nnc(SCC(=O)C(C)(C)C)n2C)c1	3.0	-0.8	2	-0.1	1	0.1	-0.3	-7	1.8	0	-1.2
CC1(C)C2CC=C(/C=N/NC(=O)C(N)=O)C1C2 (stereo not given)	1.8	-1.1	2	1.6	1	-0.5	-0.1	2	-0.9	3	0.4
CN(c1ccc(OCC(=O)N2CCN(c3ccc(F)cc3)CC2)cc1)S(=O)(=O)c1cccs1	1.8	-2.1	-2	-2.5	-4	-0.5	-1.6	-1	-6.0	-16	-2.3
FC(F)(F)c1cccc(-c2nc(COc3ccc(Cl)cc3Cl)no2)c1	-2.1	-1.8	-3	2.0	1	0.6	-0.1	-1	-1.3	1	-1.9
Cc1ccc(Nc2nc3nonc3[nH]c2=O)cc1C	2.7	0.0	-2	1.8	2	0.7	-0.3	2	4.5	-16	2.9
Nc1cc(N)nc(SCc2cccc(F)c2)n1	3.2	-0.9	-5	1.3	5	0.3	1.4	-1	4.7	7	3.5
Cc1cc(NC(=O)COC(=O)c2ccc(C)c(C)c2)no1	-0.4	-1.2	-3	1.6	-2	0.5	-1.1	-2	0.1	6	-2.2
CCOc1ccc(-c2nnn(CC(=O)c3cc(OC)ccc3OC)n2)cc1	-0.5	-1.4	-2	0.1	-1	-0.7	-0.1	0	-2.5	-21	-0.4
CCc1nc(C)c(C#N)c2cc(OC)c(OC)cc12	3.5	-1.1	23	0.7	-3	4.9	-0.3	23	-2.2	1	-2.5
O=C(CNc1n[nH]c(=O)[nH]c1=O)N/N=C/c1ccccc1	.	-1.4	2	.	-2	-0.5	-0.2	-1	3.0	1	-1.4
CCOc1ccc(NS(=O)(=O)c2cc3c(cc2C)N(C)CCO3)cc1	-0.5	-1.0	-8	0.0	-3	-0.2	-1.5	-4	3.5	-16	-0.3

Some of the entries so far, bar-delimited.
smiles | FXN GAA850 act | ssDAF12 agonist | NPR1 activator | DAX1 inh-1 | SMARCA2 act | proKLK7 act | DAX1 inh-2 | GC-B act | hgDAF12 agonist | HGIII-sPLA2 inh | hcDAF-12 act
CC(C)(C)NC(=O)NC(=O)COC(=O)CNS(=O)(=O)/C=C/c1ccccc1 | -0.8 | -1.6 | 2 | 0.4 | -4 | 0.3 | 0.1 | -5 | -1.7 | -7 | -1.2
O=C(CNc1n[nH]c(=O)[nH]c1=O)N/N=C/c1ccccc1 | . | -1.4 | 2 | . | -2 | -0.5 | -0.2 | -1 | 3.0 | 1 | -1.4

The listing continues:
SMILES	FXN GAA850 act	ssDAF12 agonist	NPR1 activator	DAX1 inh-1	SMARCA2 act	proKLK7 act	DAX1 inh-2	GC-B act	hgDAF12 agonist	HGIII-sPLA2 inh	hcDAF-12 act
COc1cc(C(=O)NCc2nnc(SCC(=O)c3ccccc3)o2)cc(OC)c1OC	-1.3	-0.9	2	0.1	7	0.4	-0.6	-4	0.0	-46	0.1
Cc1ccc(C(=O)Nc2ccncc2)c(Cl)c1	-0.1	-1.4	2	-2.1	5	0.0	-0.7	2	1.6	3	-1.4
[O-]/[N+](=C\c1ccco1)c1ccc(Cl)cc1	2.5	-0.3	8	0.2	1	-0.4	-0.5	5	2.6	9	1.0
Cc1ccc(S(=O)(=O)N2CCOCC2)cc1C(=O)OCC(=O)N1CCCCC1	-1.9	-1.1	2	0.3	-1	-0.2	1.1	-3	-0.8	-9	-0.5
CN(c1cc(Cl)c2c(c1)OCO2)c1cc2c(c3c1ccn3C)C1CCC2C1 (stereo not given)	.	-1.7	-8	.	-3	0.5	-0.2	-3	-0.2	4	-1.6
CCCC(=O)N1CCC1(C)C(=O)NS(=O)(=O)c1ccc(C#N)cc1 (stereo not given)	3.0	0.2	1	.	1	-0.4	0.5	2	3.6	8	0.3
O=C(c1ccoc1)N1CCC2(CC1)Oc1ccc(F)cc1C(=O)C21CC(c2cccnc2)=NO1 (stereo not given)	-1.5	-1.5	-1	-0.2	-1	0.7	-0.1	-1	1.1	-6	-1.5
CC1=C(C(=O)OC2CCC(C)CC2)C(c2ccc(O)c([N+](=O)[O-])c2)NC(=O)N1 (stereo not given)	1.6	-1.3	3	-1.2	0	0.3	0.5	1	-1.9	-11	-1.0
O=c1cc(CO)oc2ccccc12	1.2	-0.9	-3	0.1	-1	0.2	0.2	3	0.6	3	-0.2
CCN(CC(=O)Nc1cccc(F)c1)CC(=O)Nc1ccc2c(c1)OCCO2	-1.5	-1.9	1	-0.1	0	0.1	1.2	-4	-2.1	12	0.4

Source: PubChem (several laboratories)
